# MrgX1 allo act: positive allosteric modulators of MrgX1, primary screen, HEK293 cells, Fluo-4 calcium flux; AID 588675, 2011; FDSS; active compounds read high; Mas-related G-protein coupled receptor member X1 (Homo sapiens), Q96LB2; 0.63% of 310,000 active; B-score at 10 µM;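 active means plate-corrected calcium response at least 3 library SD above typical, normal starting fluorescence, not activating the receptor alone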;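 further: compound read alongside a low EC10 to EC30 dose of BAM8-22 agonist; peak minus trough fluorescence over baseline measured at the second addition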
# Target sequence (Q96LB2 whole entry, looked up): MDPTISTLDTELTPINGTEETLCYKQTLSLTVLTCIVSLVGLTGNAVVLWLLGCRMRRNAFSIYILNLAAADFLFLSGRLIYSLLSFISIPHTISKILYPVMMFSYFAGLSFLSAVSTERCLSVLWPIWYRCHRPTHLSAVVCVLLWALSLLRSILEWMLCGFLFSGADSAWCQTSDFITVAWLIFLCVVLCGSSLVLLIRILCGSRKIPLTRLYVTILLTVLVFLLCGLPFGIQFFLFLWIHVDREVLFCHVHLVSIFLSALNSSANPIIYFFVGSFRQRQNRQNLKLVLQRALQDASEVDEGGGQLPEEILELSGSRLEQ
# TRPC6 activator: mouse TRPC6 channel activators, primary screen, cell-based, HEK293, membrane potential dye; AID 2550, 2010; 0.13% of 310,000 active; HEK293-TRPC6 membrane potential dye fluorescence; active compounds read high; B-score at 10 µM; Short transient receptor potential channel 6 (Mus musculus), Q61143;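 active means B-score of the integrated fluorescence ratio above library mean plus 3 SD, and starting fluorescence ratio within library mean plus 5 SD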;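 further: higher score means more depolarization so channel activation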
# TRPC6 inh: mouse TRPC6 channel inhibitors, primary screen, cell-based, HEK293, membrane potential dye | Short transient receptor potential channel 6 (Mus musculus), Q61143 | B-score at 10 µM | ACh-evoked depolarization; active compounds read low | 1.1% of 310,000 active;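 active means B-score under library mean minus 3 SD, initial fluorescence not abnormally high, positive integrated signal ratio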;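 further: B-score derived from integrated fluorescence ratio over the kinetic read; more negative B-score means stronger inhibition of depolarization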
# MrgX1 agonist: agonists of human MrgX1 receptor, primary screen, HEK293 cells, Fluo-4 calcium flux. B-score at 10 µM. Mas-related G-protein coupled receptor member X1 (Homo sapiens), Q96LB2. Fluo-4 calcium fluorescence, agonist mode; active compounds read high. 0.44% of 310,000 active;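 active means calcium response B-score plate-corrected fluorescence ratio at least 3 library SD, with starting fluorescence B-score inside 5 SD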
#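 Test system: HEK293 cells stably expressing human MrgX1 receptor; amount: 15,000 cells per well; doses: compound delivered in addition one of three; times: overnight plating before 1 h dye loading; detection: Fluo-4 NW calcium-flux fluorescence, kinetic read; read-out basis: B-scored fluorescence response ratio; controls: positive and negative controls per plate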
# Platelet DG rel: inhibitors of platelet dense granule secretion, primary screen, cell-based, MLPCN, human platelets; inhibition, %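 (compounds screened at 7.5 µM in platelet-rich plasma)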; 0.22% of 300,000 active; AID 1663, 2009; human platelet-rich plasma, SFLLRN dense granule ATP release, luminescence;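 active means mean replicate score, as percent of positive control, at or above 50; inconclusive means mean below 50 but at least one replicate at or above 50; inactive means mean and every replicate below 50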
# SKKanGAS inh: S. pyogenes SKKanGAS growth inhibitors in kanamycin, primary screen, streptokinase expression inhibitor project, SKKanGAS strain, BacTiter-Glo luminescence; 1.3% of 300,000 active; 6 h; inhibition, % at 7.5 µM;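 active means mean replicate score, as percent of positive control median, at least 50; inconclusive means mean below 50 but one replicate at or above 50; inactive means mean and every replicate below 50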;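 further: strain carries kanamycin resistance gene driven by streptokinase promoter and grows in 40 µg/ml kanamycin; loss of luminescence reflects streptokinase promoter inhibition or plain growth inhibition; 0% = median of DMSO wells and 100% = positive control at its reference dose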
# MrgX1 antagonist: antagonists of human MrgX1 receptor, primary screen, HEK293 cells, Fluo-4 calcium flux. Mas-related G-protein coupled receptor member X1 (Homo sapiens), Q96LB2. BAM8-22 antagonism; active compounds read low. B-score at 10 µM. 1.3% of 310,000 active. AID 588676, 2011;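 active means calcium-response B-score plate-corrected more than 3 library SD below zero, starting fluorescence within 5 deviations, no agonist response on first addition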;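 further: peak minus trough fluorescence over baseline after final BAM8-22 challenge near maximal dose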
# RGS4 inh: RGS4 inhibitors, primary screen, cell-based, HEK293 M3R inducible RGS4, calcium flux; Regulator of G-protein signaling 4 (Homo sapiens), P49798; Fluo-4 calcium flux; active compounds read high; triggered by carbachol at its EC20; B-score at 10 µM; 0.45% of 310,000 active; AID 463165, 2010;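 active means B-score, a plate-corrected calcium signal, over three deviations above library mean, with baseline fluorescence within five deviations of library mean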;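 further: RGS4 expression induced by doxycycline in cells with stable M3 receptor; B-score is computed from the integrated fluorescence ratio over baseline after carbachol; higher B-score means a larger calcium signal and so more RGS4 inhibition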
# Target sequence (P49798 whole entry, looked up): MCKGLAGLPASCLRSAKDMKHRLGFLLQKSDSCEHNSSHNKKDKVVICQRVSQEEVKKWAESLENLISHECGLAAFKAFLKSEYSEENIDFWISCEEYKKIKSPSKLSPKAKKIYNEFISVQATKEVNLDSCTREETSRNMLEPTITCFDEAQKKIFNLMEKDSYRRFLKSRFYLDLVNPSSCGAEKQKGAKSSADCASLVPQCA
# RGS4 act: RGS4 potentiators or activators, primary screen, cell-based, HEK293 M3R inducible RGS4, calcium flux | carbachol calcium flux Fluo4; active compounds read low | B-score at 10 µM | 0.92% of 310,000 active;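 active means B-score of the integrated calcium signal more than 4 SD below the library mean, with starting fluorescence not abnormally high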;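 further: negative B-score means reduced calcium response which marks RGS4 activation or potentiation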
#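 Assay system: HEK293 FlpIn-TREx cells, stable M3R, doxycycline-inducible RGS4 / Probe or stimulus: carbachol, ECmax concentration / Times: overnight RGS4 induction, 30 min dye load 37 °C, 20 min compound RT / Signal: kinetic calcium fluorescence imaging with Fluo4-AM dye, 2 µM / Measure: Agonist-evoked peak-minus-minimum fluorescence over baseline, integrated ratio, B score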
# TRPC4 block: inhibitors of mouse TRPC4 channel, primary screen, Fluo4 calcium, HEK293 TRPC4beta/mu-opioid cells; Short transient receptor potential channel 4 (Mus musculus), Q9QUQ5; DAMGO-evoked Fluo4 calcium flux; active compounds read low; B-score at 10 µM; 0.39% of 300,000 active; AID 2247, 2010;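 active means B-score over 3 SD under the library average, no early fluorescence shift, positive overall ratio signal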
#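 Signal: kinetic Fluo4 fluorescence imaging of calcium influx. Material: stable TRPC4beta/mu-opioid receptor HEK293 cells. Probe or stimulus: DAMGO in two steps, submaximal then maximal.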
# HIF activator: HIF pathway transcriptional activators, primary screen, cell-based, U2OS HRE-luciferase, luminescence | U2OS HRE-luciferase reporter; normalized: DMSO 0%, desferrioxamine 100% | AID 1910, 2009 | 0.32% of 300,000 active | activation, % at 7.5 µM (by protocol);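 active means mean activation of at least 10% of the iron chelator positive control signal, with at least half of replicates also reaching 10%; inconclusive means mean and replicate majority disagree about reaching 10%; inactive means mean and most replicates under 10%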
# The depositor's hits bear a star; i = inactive; u = inconclusive; x = not tested or not shown.
SMILES,MrgX1 allo act,TRPC6 activator,TRPC6 inh,MrgX1 agonist,Platelet DG rel,SKKanGAS inh,MrgX1 antagonist,RGS4 inh,RGS4 act,TRPC4 block,HIF activator
COCCCNC(=O)CSc1nc2ccccc2c(=O)n1CCCC(=O)NCC1CCCO1 (configuration not stated),i,i,i,i,2.8,5.3,i,i,i,i,0.2
CCSc1cc(N2CC(C)OC(C)C2)nc(-c2ccccc2Cl)n1 (configuration not stated),i,i,i,i,-0.6,3.8,i,i,i,i,-0.1
CSc1ccccc1NC(=O)CN(C)C(=O)Cc1c[nH]c2ccccc12,i,i,i,i,-2.0,1.4,i,i,i,i,0.2
Cn1cc(Br)c(C(=O)n2cc(Br)cn2)n1,i,i,i,i,-4.1,0.5,i,i,i,i,-0.1
CCCc1cc(=O)oc2c3c(c4c(c12)OC(C)(C)C=C4)OC(C)C(C)C3O (configuration not stated),i,i,i,i,3.3,21.4,i,i,i,i,-0.3
O=[N+]([O-])c1ccc(CN2CCN(Cc3c[nH]c4ccccc34)CC2)cc1,i,i,i,i,5.0,x,i,i,i,-6*,0.6
O=C(CN1C(=O)CSc2ccccc21)N/N=C/c1ccco1,i,i,i,i,-3.7,-12.1,i,i,i,i,-0.2
Cc1cc2ccccc2n1CCC(=O)O,i,i,i,i,2.6,-6.0,i,i,i,i,0.6
CN(C)S(=O)(=O)N1CCN(c2ccc([N+](=O)[O-])c(N3CCOCC3)c2)CC1,i,i,i,i,-0.8,-10.7,i,i,i,i,0.0
Cc1ccccc1CN1CCN(S(=O)(=O)c2ccc(F)cc2)CC1,i,i,i,i,4.5,-0.8,i,i,i,i,-0.3
Cc1c([N+](=O)[O-])c([N+](=O)[O-])nn1CC(=O)NCCc1ccccc1,i,i,i,i,-13.6,-12.6,i,i,i,i,0.2
CCCCNS(=O)(=O)c1ccc(NC(=O)c2cccs2)cc1,i,i,i,i,-5.4,18.3,i,i,i,i,0.3
CC(C)CC(=O)Nc1ccc2c3c(cccc13)CC2,i,i,i,i,3.3,-1.2,i,i,i,i,-0.1
COc1ccccc1OC1OC2COC(c3ccco3)OC2C(O)C1NC(C)=O (configuration not stated),i,i,i,i,5.2,-0.5,i,i,i,i,-0.1
O=C(c1ccc(S(=O)(=O)Nc2ccc(F)cc2)cc1)N1CCN(C(=O)c2ccco2)CC1,i,i,i,i,-3.1,1.6,i,i,i,i,0.0
O=C(Nc1nc2ccccc2[nH]1)c1ccc([N+](=O)[O-])cc1,i,i,i,i,16.4,8.8,i,i,i,i,0.2
Cc1cccc(N(CC(=O)NC(C)C)C(=O)CCC(=O)Nc2nccs2)c1,i,i,i,i,9.4,13.4,i,i,i,i,-1.5
O=S(=O)(c1ccc(Cl)cc1)N1CCN(C(=S)NCC2CCCO2)CC1 (configuration not stated),i,i,i,i,7.4,-3.0,i,i,i,i,1.0
COc1ccccc1NC(=O)/C(=C\c1cccnc1)NC(=O)c1ccccc1,i,i,i,i,1.0,-11.7,i,i,i,i,0.0
Cc1nc(C(C)NC(=O)c2cc(COc3ccc(F)c(F)c3)on2)cs1 (configuration not stated),i,i,i,i,-13.3,-2.6,i,i,i,i,-0.1
CCCc1cc(=O)[nH]c(SCC(=O)c2cc(C)n(C3CC3)c2C)n1,i,i,i,i,-9.0,-15.7,i,i,i,i,-0.1
Cc1cc(-c2ccc(S(=O)(=O)N3CCN(c4cccc(C)c4C)CC3)s2)on1,i,i,i,i,-5.8,-12.9,i,i,i,i,-0.7
Cc1ccc2[nH]c3c(c2c1)CCCC3NCCO (configuration not stated),i,i,i,i,0.1,1.0,i,i,i,i,0.7
CCC(=O)N1CCc2cc(S(=O)(=O)N3CCN(C(=O)c4ccco4)CC3)ccc21,i,i,i,i,-4.5,4.8,i,i,i,i,1.3
C=CCC(NCc1ccco1)c1ccc(OC)c(OC)c1 (configuration not stated),i,i,i,i,-2.1,8.4,i,i,i,i,-0.6
CCCCn1c(=O)[nH]c2ccccc21,i,i,i,i,3.3,6.6,i,i,i,i,-0.2
Cc1ccc(S(=O)(=O)N2CCC(=O)N(C(COCc3ccc(C(F)(F)F)cc3)Cc3ccccc3)CC2)cc1 (configuration not stated),i,i,i,i,-4.0,16.1,i,i,-7.3*,i,-1.5
Cc1ccc(C(=O)N(C)CC(=O)Nc2ccc(N3CCOCC3)cc2)s1,i,i,i,i,0.9,3.8,i,i,i,i,1.2
O=C(NCc1ccccc1)C1=C[C@@H](c2csc3ccccc23)C[C@@H](OCCCCO)O1,i,i,i,i,3.1,12.7,i,i,i,i,-0.1
S=C(c1ccc(-c2cccc(Cl)c2)o1)N1CCOCC1,i,i,i,i,2.9,-11.7,i,i,i,i,2.6
CCOc1ccccc1OCCCC(=O)N(C)CC(=O)Nc1cc(C)ccc1C,i,i,i,i,-5.1,-14.2,i,i,i,i,0.2
N#CC1(C#N)CC(C=O)=C(N)C1(C#N)CC(=O)C12CC3CC(CC(C3)C1)C2 (configuration not stated),i,i,i,i,-10.4,9.3,i,i,i,i,-0.3
Cc1ccc(-n2nc3c(N4CCC(C(=O)N5CCCCCC5)CC4)nnc(C)c3c2C)cc1,i,i,i,i,-5.1,3.1,i,i,i,i,-0.6
CCCCOP(=O)(c1ccc(N(C)C)cc1)C(O)c1ccc(C(C)C)cc1 (configuration not stated),i,i,i,i,-0.2,-1.8,i,i,i,i,-0.6
Cc1ccnc(NC(=O)c2ccc([N+](=O)[O-])o2)c1,i,i,i,i,4.7,16.8,i,i,i,i,2.8
CCN1CCN(Cc2ccc(OCc3ccccc3)c(OC)c2)CC1,i,i,i,i,-3.7,-11.7,i,i,i,i,x
COc1ccc(C2=NOC(C(=O)Nc3cccc(O)c3)C2)cc1 (configuration not stated),i,i,i,i,-9.1,-3.7,i,i,i,i,-13.6
O=C(NCCCn1ccnc1)c1sc2cccc(F)c2c1Cl,i,i,i,i,-16.7,-12.3,i,i,i,i,0.3
O=C(OCc1nc2ccccc2s1)c1ccc(Br)o1,i,i,i,i,-0.1,-1.5,i,i,i,i,1.5
CC(=O)Nc1ccc(NC(=O)CSc2cn(CC(=O)N3CCOCC3)c3ccccc23)cc1,i,i,i,i,-24.7,1.5,i,i,i,i,-0.5
COc1ccc(/C=N/NC(=O)c2ccccc2)cc1CN1CCN(c2ccc(F)cc2)CC1,i,i,i,i,8.9,-0.6,i,i,i,i,0.0
Cc1cccc2[nH]c(CN(C)Cc3nc(CC4CC4)no3)nc12,i,i,i,i,-3.1,-3.3,i,i,i,i,0.6
CC1CCCN(S(=O)(=O)c2ccc(C(=O)Nc3sc4c(c3C(N)=O)CCN(C)C4)cc2)C1 (configuration not stated),i,i,i,i,-16.5,1.5,i,i,i,i,-0.9
C/C(=N\OC(=O)c1ccc(F)cc1)c1sc(-c2ccc(Cl)cc2)nc1C,i,i,i,i,-1.0,-4.1,i,i,i,i,0.1
Cc1cc(C)n(CC(=O)c2cccc([N+](=O)[O-])c2)n1,i,i,i,i,11.9,5.3,i,i,i,i,0.0
CC1(C2CC(C(F)(F)F)n3nc(C(=O)O)cc3N2)CC1 (configuration not stated),i,i,i,i,-1.7,3.7,i,i,i,i,0.3
O=[N+]([O-])c1ccc(-c2nc(Nc3cccc(O)c3)c3ccccc3n2)cc1,i,i,i,i,4.2,u,i,i,i,i,-0.9
Cc1ccc(S(=O)(=O)NCCNC(=O)CN2CCCC2)cc1,i,i,i,i,1.8,0.9,i,i,i,i,-0.3
C/C(=N/NC(=O)NC12CC3CC(CC(C3)C1)C2)c1ccccc1,i,i,i,i,1.2,0.5,i,i,i,i,-2.3
Cc1ccccc1OCCCCCn1ccnc1,i,i,i,i,10.2,9.1,i,i,i,i,-0.3
CN(C)/C=C(\C#N)C(=O)c1cccc(Oc2ccc(Br)cc2)c1,i,i,i,i,2.6,-1.7,i,i,i,i,-1.2
CCSc1nnc(NC(=O)CCC2CCCCC2)s1,i,i,i,i,6.5,5.7,i,i,i,i,0.3
CCCCn1c(=O)n(CC(=O)Nc2ccc(C)c(Cl)c2)c(=O)c2c1ncn2Cc1ccco1,i,i,i,i,-0.9,20.8,i,i,i,i,-0.3
Cc1nn(Cc2ccc(F)cc2)c(Cl)c1/C=N/NC(=O)c1cccnc1,i,i,i,i,3.5,-3.4,i,i,i,i,0.4
O=C(CN1CC(=O)Oc2ccccc21)OCC(=O)c1ccc(F)cc1,i,i,i,i,4.0,2.3,i,i,i,i,7.5
COC(=O)CSc1nnc(-c2ccc(S(=O)(=O)NCc3ccccc3Cl)cc2)o1,i,i,i,i,2.4,1.4,i,i,i,i,0.1
O=C(CCC1CCCN(C(=O)c2ccc3c(c2)OCO3)C1)NCc1ccc(F)c(F)c1 (configuration not stated),i,i,i,i,0.4,-3.8,i,i,i,i,0.3
Cc1c(Cl)cccc1NC(=S)Nc1ccc2[nH]c(=O)[nH]c2c1,i,i,i,i,8.6,2.4,i,i,i,i,-1.2
Cc1ccc2c(CN3CCOCC3)cc(=O)oc2c1C,i,i,i,i,-7.6,-4.8,i,i,i,i,0.8
NS(=O)(=O)c1ccc(NC(=O)COC(=O)CCc2c[nH]c3ccccc23)cc1,i,i,i,i,8.0,-13.7,i,i,i,i,-1.4

# High-throughput results (PubChem)
